Assay outcomes as filed in PubChem BioAssay.
TCR act: activates T cell receptor signaling; primary human leukocytes, anti-CD3, IL-2 HTRF, 48 h; Potency, µM (doses to about 9.22 µM), for the others: at the top dose activation of IL-2 secretion, hits mostly activators; 330,000 tested, under 10 active; AID 504894; also: % of control where 0% means no effect
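Human primary leukocytes + a-CD3 beads + cpd, 48 hr; IL-2 in supernatant by HTRF (ex 320nm / em 665nm). No co-stimulatory signal supplied.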
TSG101-PTAP inh: blocks PTAP/TSG101 interaction to inhibit HIV-1 budding; AID 493005; Fluorescence polarization, FITC-PTAP peptide / Tsg101 binding; Potency, µM (series often up to 115 µM), without a hit: top-dose activity change, negative = inhibition, actives largely listed as inhibitors; Q99816; 340,000 tested, under 10 active; active = well fitted inhibition curve with a large enough effect in the main read-out, with a control signal flat, not every such curve was filed as active; inconclusive = small, poorly fitted or top-dose-only effect, or effect the other way, or a change in a side signal; inactive = no such curve, though single readings can be large or run the other way; also: potency is read from the fitted curve at half-maximal effect; % of control where 0% means no effect
Target sequence (Q99816 whole entry, looked up): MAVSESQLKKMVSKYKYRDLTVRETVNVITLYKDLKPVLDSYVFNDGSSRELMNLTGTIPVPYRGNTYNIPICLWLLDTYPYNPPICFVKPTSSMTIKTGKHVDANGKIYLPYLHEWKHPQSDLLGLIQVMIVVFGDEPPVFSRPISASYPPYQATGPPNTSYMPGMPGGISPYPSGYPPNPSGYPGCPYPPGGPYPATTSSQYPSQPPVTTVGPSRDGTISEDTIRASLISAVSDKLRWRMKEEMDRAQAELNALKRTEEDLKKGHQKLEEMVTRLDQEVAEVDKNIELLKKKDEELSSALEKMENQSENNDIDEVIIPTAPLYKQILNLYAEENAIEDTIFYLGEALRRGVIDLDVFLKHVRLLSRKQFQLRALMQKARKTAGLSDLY
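Fluorescence polarization binding of Tsg101 binding domain (10 uM final) to FITC-labeled PTAP peptide (50 nM final) in HEPES pH 7.5 buffer with NaCl, Tween 20, EDTA, TCEP. Compounds added before peptide; binding 20 min at RT.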
Integrin act MD: activators of alpha7 integrin expression for muscular dystrophy; hit rate 0.064% among 350,000; Potency, µM (highest dose often 38.3 µM), without a hit: at the highest dose activation, usual class: activators; alpha7betagal myoblasts, beta-gal FDG fluorescence, 48 h;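 also: potency is read from the fitted curve at half-maximal effect; 100% = response of the positive control SU9516; nearly all actives have a fitted effect of over 60% in size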
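alpha7betagal+/- myoblasts (passage 13, 250/well) treated 48 h at 37C with compounds at 1:260 dilution of DMSO stock. Lysed, then beta-galactosidase activity read as FDG fluorescence (ex 480/em 540) after 30 min, with pre-read for autofluorescence.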
TSHR antagonist: human thyrotropin receptor antagonism; TSHR-expressing cells, TSH-stimulated cAMP HTRF, 2 h; active compounds read low; activity change, negative = inhibition, % at 11.5 µM; hit rate 0.2% among 330,000;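 active = activity change below a set negative limit, meaning inhibition stronger than a set level, cut at about -70% in these data; inconclusive = activity change between two set negative limits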; also: % is scaled to controls: 0 for no effect and ±100 for the full control effect
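Antagonism was scored as loss of TSH-driven cAMP in TSHR cells, stimulated with 4nM TSH (EC80) for 2 hours at 37 deg C and detected by homogeneous HTRF competition immunoassay.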
AT treatment: potential ataxia-telangiectasia treatment | […] A-T fibroblasts, KAP-1 phosphorylation AlphaLISA; neocarzinostatin DNA damage 30 min before lysis | Potency, µM (titrated, usually from 57.5 µM), for inactives: at the top dose activation, usual class: activators | hit rate 0.19% among 320,000; also: potency is read from the fitted curve at half-maximal effect; % of control where 0% means no effect; nearly all actives have a fitted effect of over 45% in size
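ATM-like activity read as KAP-1 phosphorylation via AlphaLISA donor/acceptor antibody pairs after lysis and 6 hr at 25C. Cells were ATM-null patient fibroblasts ([…], hTERT), dosed 60 min, then exposed to the DSB inducer NCS for 30 min.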
Mito fusion yeast: mitochondrial division inhibition or fusion activation; S. cerevisiae fusion-defective mutant growth rescue, CellTiterGlo 48 h; Potency, µM (top dose mostly 46.1 µM), for the others: at the top dose growth rescue (activation), usual class: activators; hit rate 0.23% among 320,000; AID 485298;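 also: potency is read from the fitted curve at half-maximal effect; % of control where 0% means no effect; nearly all actives have a fitted effect of over 45% in size; temperature-sensitive fusion mutants such as fzo1-1 at 37 °C on non-fermentable ethanol glycerol medium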
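Read-out: ATP-based luminescence (CellTiterGlo, 10 min ambient) reporting growth of fusion-defective ts yeast after 48 hours at 37C on glycerol/ethanol YPEG medium in the presence of compound.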
MBNL1 CUG block: inhibitors of human MBNL1 binding to CUG repeat RNA; Potency, µM (series often up to 57.5 µM), for inactives: top-dose activity change, negative = inhibition, most hits filed as inhibitors; TR-FRET MBNL1-His/biotin-(CUG)12 binding, 665/545 ratio; hit rate 0.036% among 280,000; AID 2675; active = well fitted inhibition curve with a large enough effect in the signal ratio, with a control signal flat, not every such curve was filed as active; inconclusive = small, poorly fitted or top-dose-only effect, or effect the other way, or a change in a side signal; inactive = no such curve, though single readings can be large or run the other way; the % refers to the signal ratio; also: potency is read from the fitted curve at half-maximal effect; % is scaled to controls: 0 for no effect and ±100 for the full control effect
Target sequence (Q9NR56 whole entry, looked up): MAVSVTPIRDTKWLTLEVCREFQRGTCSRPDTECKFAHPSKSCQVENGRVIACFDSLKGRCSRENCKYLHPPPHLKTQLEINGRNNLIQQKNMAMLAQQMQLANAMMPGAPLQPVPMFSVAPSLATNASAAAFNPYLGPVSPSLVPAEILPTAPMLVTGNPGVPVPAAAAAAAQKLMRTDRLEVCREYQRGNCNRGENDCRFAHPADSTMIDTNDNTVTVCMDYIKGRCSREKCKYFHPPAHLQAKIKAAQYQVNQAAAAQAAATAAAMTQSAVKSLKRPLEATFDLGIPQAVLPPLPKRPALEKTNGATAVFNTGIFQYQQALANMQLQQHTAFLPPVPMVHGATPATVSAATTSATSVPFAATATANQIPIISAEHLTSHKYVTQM
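His-tagged MBNL1 binding to biotinylated (CUG)12 RNA was measured by TR-FRET using terbium anti-His antibody (0.055 ng/ul final) and streptavidin-XL665 (5 nM final). Compounds were titrated 92 nM to 58 uM; 60 min at room temperature.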
MLL CXXC-DNA inh: MLL CXXC-DNA interaction inhibition | Potency, µM (titrated, usually from 115 µM), for the others: at the highest dose activity change, negative = inhibition, most hits filed as inhibitors | AID 2662 | MLL-CXXC / FITC-HOXA9 DNA fluorescence polarization | Q03164 | hit rate 0.037% among 290,000; active = well fitted inhibition curve with a large enough effect in the polarisation, with a control signal flat, not every such curve was filed as active; inconclusive = small, poorly fitted or top-dose-only effect, or effect the other way, or a change in a side signal; inactive = no such curve, though single readings can be large or run the other way; the % refers to the polarisation; also: potency is read from the fitted curve at half-maximal effect
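Purified MLL-CXXC (added from a 7 uM solution) was preincubated 5 min at ambient with pinned compounds in 50 mM Tris-HCl pH 7.5, 50 mM NaCl, 1 mM DTT, 0.05% BSA. Fluorescein-labeled HOX-A9 DNA (50 nM solution) followed, 30 min, then polarization read.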
ASM inhibitor: human S-ASM enzyme inhibition | hit rate 0.006% among 340,000 | Potency, µM (doses to about 57.5 µM), for inactives: at the top dose activity change, negative = inhibition, hits mostly inhibitors | placental ASM, HMU-PC fluorogenic substrate, 60 min; also: potency is read from the fitted curve at half-maximal effect
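Human placenta-derived ASM preincubated with compound 10 min at room temperature, then reacted with 9 uM (final) fluorogenic HMU-PC substrate for 60 min at 37 C. Stop solution raises pH to 10; fluorescence read at Ex 386/Em 447 nm.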
Menin MLL FP TR: inhibitors of human menin-MLL interaction, mutant MLL peptide; O00255; Menin + Texas Red MLL mutant peptide, fluorescence polarization; Potency, µM (highest dose often 61.6 µM), for inactives: at the highest dose FP activity change, negative = inhibition, most hits filed as inhibitors; hit rate 0.23% among 270,000; AID 1768; active = well fitted inhibition curve with a large enough effect in the polarisation, with a control signal flat, not every such curve was filed as active; inconclusive = small, poorly fitted or top-dose-only effect, or effect the other way, or a change in a side signal; inactive = no such curve, though single readings can be large or run the other way; the % refers to the polarisation; also: potency is read from the fitted curve at half-maximal effect; % of control where 0% means no effect; many of its hits are not listed in these tables
* marks the source's active call; other numbers are inactive results; ? = inconclusive; / = not tested or not shown; [ ] = dose if it differs, or a comment. Unless noted, calls follow the shape of the dose curve; as a rule, active = well fitted curve in the direction sought with a large enough effect; inconclusive = small, poorly fitted or top-dose-only effect, or another doubt; inactive = no such curve, though single readings can be large; an effect the other way counts as inactive or inconclusive. Some of the compounds tested, so the mix of outcomes need not match the whole.

SMILES	TCR act	TSG101-PTAP inh	Integrin act MD	TSHR antagonist	AT treatment	Mito fusion yeast	MBNL1 CUG block	MLL CXXC-DNA inh	ASM inhibitor	Menin MLL FP TR
O=C(O)CCC(=O)Nc1sc2c(c1C(=O)NC1CCCC1)CCCC2	-5%	-4%	-3%	-17	0%	1%	5%	4%	3%	/
COc1ccc(/C=C(/NC(=O)c2ccccc2)C(=O)NCC2CCCO2)cc1 (configuration not stated)	4%	1%	4%	16	2%	4%	4%	9%	2%	/
C=CCn1cccc(C(=O)Nc2ccc(OC)cc2)c1=O	3%	1%	12%	-2	4%	2%	0%	4%	3%	11%
CCCCc1cc(=O)oc2cc(OC3CCCCC3=O)ccc12 (configuration not stated)	2%	4%	?	-1	0%	14%	-3%	9%	9%	-12%
COc1ccc(CNC(=O)C2CCN(C(=O)c3ccccc3)CC2)cc1	-7%	-2%	27%	-17	8%	3%	2%	-9%	4%	/
Cc1ccc(OCc2ccc(C(=O)Nc3nc4ccccc4n3Cc3ccccc3)o2)c([N+](=O)[O-])c1	-7%	-3%	-11%	3	3%	6%	-1%	24%	-4%	/
COC(=O)C1=C(C)N(c2ccc(Br)cc2)C(=O)/C1=C\c1ccco1	4%[46.1 µM]	0%	6%	21	7%	-4%	-18%	-3%	/	?
O=C(Nc1ccccc1OC(F)F)C1CC(=O)N(Cc2ccccc2)C1 (configuration not stated)	-3%	-2%	-5%	2	1%	-2%	/	/	-3%	/
Cc1ccc(CNC(=O)c2ccc3c(=O)n4c(-c5ccc(C)cc5)csc4nc3c2)cc1	-6%	-1%	11%	6	-5%	-4%	3%	-21%	420%[activator]	/
CC(C)(C)OC(=O)N(Cc1ccccc1)Cc1ccccc1OCc1ccc(NC(=O)C2CCC2)cc1	7%	-3%	-15%	/	/	/	/	/	-2%	/
COc1ccc(N(CC(=O)NCc2ccccc2OC)S(=O)(=O)c2c(C)nn(C)c2C)cc1	0%	-9%	21%	-5	2%	-1%	11%	-5%	-4%	-13%[11.7 µM]
CC1CCN(S(=O)(=O)c2cc([N+](=O)[O-])ccc2Cl)CC1	5%	-5%	-34%	-5	-5%	6%	?	11%	-4%	-3%
Cc1cccc(C)c1NC(=S)N/N=C1\CC2CC=CC12 (configuration not stated)	7%	5%	3%	7	-1%	1%	-7%	2%	-3%	-10%
FC(F)(F)c1cnc(N2CCN(C(=S)NCc3ccccc3)CC2)c(Cl)c1	-4%	0%	?	2	11%	-5%	-2%	-1%	-8%	/
Cc1cccc(NC(=O)Cn2c(=O)oc3ccccc32)c1	-4%	-1%	3%	3	8%	-6%	-2%	-19%	-2%	0%
CCc1ccc(/C=N\n2cnnc2)cc1	-4%	-1%	3%	-2	-7%	1%	0%	-1%	1%	/
C/C(CC(=O)Nc1ccc2c(c1)OCCO2)=N\NC(=O)c1ccc([N+](=O)[O-])cc1Cl	2%	-3%	-18%	11	-3%	0%	?	1%	-3%	4%
COCCNc1nc(-c2cc(C)n(CCc3ccc(OC)cc3)c2C)cs1	5%	-5%	-31%	5	1%	?	4%	11%	-10%	?
Cc1cccc(COc2ccccc2C(=O)NC2CCC(O)CC2)c1 (configuration not stated)	-3%	1%	5%	1	2%	3%	/	/	-1%	/
COc1ccc(CCN(C)C/C=C/c2ccccc2)cc1OC	0%	-2%	?	-15	2%	-4%	-5%	18%	0%	-10%
CCCCNC(=O)c1nn2c(C(F)(F)F)cc(-c3ccc(OC)cc3)nc2c1Br	-1%	2%	-5%	13	-3%	-2%	85%[activator]	1%	23%	2%
CC(C)(C)c1ccc(N2C(=O)CC(c3ccccc3)C2=O)cc1 (configuration not stated)	-2%	-11%	26%	7	-9%	8%	-5%	6%	0%	15%
CCCNC(=O)Nc1nc2ccccc2s1	-4%	0%	20%	-6	4%	5%	-3%	-1%	-1%	/
CC(C)[C@H](N)C(=O)NC[C@H](CC(=O)NC[C@H]1CC[C@H](C(=O)O)CC1)c1ccc(Cl)cc1	-2%	-4%	-11%	0	12%	9%	2%	-1%	-2%	-11%
CCOC(=O)c1c(C)[nH]c(C)c1C(=O)CN1C(=O)NC(CC(C)C)C1=O (configuration not stated)	-1%	1%	0%	1	5%	-1%	-6%	2%	0%	-9%
O=[N+]([O-])c1ccc(-c2ccc(/C=N/Nc3nc(N4CCCC4)nc(N4CCCC4)n3)o2)cc1	-7%	?	-27%	-3	2%	17%	/	34%[activator]	-2%	9%
NC(N)=N/N=C/c1ccc(Br)cc1	-5%	-2%	-63%	2	1%	13%	/	6%	-5%	4%
CCN(CC(=O)N1CCCC1)S(=O)(=O)c1ccccc1	/	-4%	-3%	4	-4%	2%	-1%	26%	0%	-16%
CC(C)c1ccc(NS(=O)(=O)c2cccc3cccnc23)cc1	7%	-5%	?	2	2%	0%	8%	2%	-1%	-16%
O=C(O)Cc1ccc(-n2cccc2)cc1	/	-11%	-29%	4	5%	-1%	-18%	-2%	-2%	11%
CNc1nccc(-c2ccc(F)cc2)c1C#N	/	-2%	-21%	0	8%	-2%	-3%	-1%	111%[activator]	1%
Cc1ccc(-c2cc(=O)c3ccc(F)cc3[nH]2)cc1	1%	-1%	14%	-5	-1%	-2%	19%	-5%	4%	?
O=C(CN1CCN(C(=O)c2ccccc2)CC1)Nc1ccccc1	1%	0%	3%	19	3%	-2%	-16%	?	2%	-4%
S=c1[nH]c2cc(-c3ccccc3)ccc2o1	-2%	0%	?	-19	-4%	16µM*	4%	?	0%	?
Cc1cc(C)c(-c2csc(NC(=O)c3n[nH]c(=O)c4ccccc34)n2)c(C)c1	-11%[46.1 µM]	-3%	-16%	1	-1%	-5%	-1%	7%	2%	-3%
O=[N+]([O-])c1ccc(C2=Nc3cc(Cl)ccc3OC2)cc1	/	2%	32%	-14	0%	-5%	41%[activator]	?	-11%	?
Cc1ccc(C)c(N(CC(=O)NCc2ccc3c(c2)OCO3)C(=O)CCC(=O)Nc2ccccn2)c1	0%	0%	7%	3	6%	-2%	0%	-8%	1%	-8%
Cc1ccc(S(=O)(=O)N(C)c2ccc(OCC(=O)Nc3ccc(S(C)(=O)=O)cc3)cc2)cc1	2%	-1%	0%	/	/	/	/	/	-9%	/
COc1cc2c(cc1O)[C@H](Cc1ccc(Oc3cc(C[C@@H]4NCCc5cc(OC)c(O)cc54)ccc3O)cc1)NCC2	/	/	/	0	-2%	-3%	-16%	?	/	36%[activator]
CCOc1cc2nc(-c3ccc(OC)c(OC)c3)nc(N3CCOCC3)c2cc1OC	6%	-7%	-17%	33	2%	?	-7%	2%	-2%	-19%
CCOc1ccc(CCNC(=O)COC(=O)c2ccc(C)c([N+](=O)[O-])c2)cc1OCC	-11%	0%	6%	-2	6%	3%	3%	-8%	-3%	0%
Cc1ccc(-c2c(C(=O)N/N=C/c3sccc3C)nnn2-c2nonc2N)cc1	-2%	-2%	-15%	-13	10%	2%	7%	9%	-6%	/
O=C(Nc1cccc(Br)c1)c1ccc(OC2CSC2)cc1	/	/	/	-38	/	?	-3%	4%	/	?
CC(=O)c1c(C)nc(-c2cccc([N+](=O)[O-])c2)n1O	-1%	-1%	-10%	-2	-2%	-2%	?	6%	-3%	-16%
Cc1ccc(C2=CSC3=NS(=O)(=O)CCN23)cc1	-3%	0%	-4%	0	0%	13%	-1%	14%	5%	-26%
COc1ccc(CCNC(=O)COc2cc(C)cc3oc(=O)cc(C)c23)cc1OC	5%	-1%	1%	-9	-18%	-1%	-2%	3%	-1%	/
Cc1ccc(SCc2cc(=O)n3[nH]cnc3n2)cc1	-7%	-6%	16%	0	-3%	0%	-8%	9%	7%	-17%
COC(=O)c1c(NC(=O)C2c3ccccc3Oc3ccccc32)sc(C)c1C	2%	0%	0%	4	1%	2%	1%	?	-13%	31%[activator]
COc1ccc(S(=O)(=O)N2CCSC2c2ccc(OC)c(OC)c2)cc1 (configuration not stated)	-6%	-5%	-5%	12	-5%	10%	-7%	-3%	-3%	12%
Cc1ccc(/C=C/S(=O)(=O)NCCC(=O)NCc2ccccc2F)cc1	-7%	-1%	19%	13	-3%	/	/	/	-2%	/
O=C(NS(=O)(=O)Nc1ccccc1)C1=C(N2CCCC2)COC1=O	5%	2%	-13%	-3	1%	/	/	/	8%	/
